NR2E3 ag-1: activates human NR2E3 receptor; AID 602229; CHO-S Gal4-NCOR/VP16-NR2E3 two-hybrid, luciferase; inhibition of corepressor binding, % at 3.98 µM; Q9Y5X4; 360,000 compounds, 0.35% hits;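 active means inhibition above the mean of all tested compounds plus 3 SD, cut at about 70% in these data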;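 further: 0% = DMSO with NR2E3 transfected cells and 100% = cells lacking NR2E3 construct; higher means lower luciferase signal from less NR2E3 corepressor binding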
Target sequence (Q9Y5X4 whole entry, looked up, the tested form may be a part): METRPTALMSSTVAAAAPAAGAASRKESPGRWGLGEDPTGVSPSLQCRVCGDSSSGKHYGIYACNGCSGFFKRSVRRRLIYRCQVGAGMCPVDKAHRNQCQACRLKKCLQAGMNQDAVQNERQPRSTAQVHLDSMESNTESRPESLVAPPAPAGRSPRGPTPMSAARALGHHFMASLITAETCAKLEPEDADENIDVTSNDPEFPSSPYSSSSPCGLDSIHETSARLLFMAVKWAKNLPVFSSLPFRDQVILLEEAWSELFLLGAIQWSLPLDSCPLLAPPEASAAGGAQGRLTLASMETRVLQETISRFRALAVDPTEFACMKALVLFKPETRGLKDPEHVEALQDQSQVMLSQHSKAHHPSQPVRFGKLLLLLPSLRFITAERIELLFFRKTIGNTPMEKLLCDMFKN
iPSC survival up: enhancers of human iPSC single-cell survival | hiPSC single-cell survival, ATPlite luminescence; 100% = ROCK inhibitor wells, 0% = DMSO | 360,000 compounds, 0.044% hits | survival enhancement, % at 20 µM; in the data active means survival enhancement above about 18%;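 further: cells exposed to compounds for 16 hours before the ATP read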
TRPM1 prom inh: reduces MITF-dependent TRPM1 promoter luciferase signal; 330,000 compounds, 0.83% hits; inhibition, % at 12.5 µM; SK-MEL-5 TRPM1 promoter luciferase, 24 h;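 active means mean inhibition across replicates of 60% or more, whatever share of single replicates reaches that level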; further: values of inactives mirror those of a sister screen read the other way
Cardio protect: myocardial damage modulation in H9c2 cells; H9c2 cardiomyocytes, H2O2 injury protection, ATPLite, 2 h; protection from H2O2 cell death, % at 20 µM; 360,000 compounds, 0.63% hits;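 active means compounds giving at least 50% protection of heart cells from peroxide-induced death in the single-dose screen, raw or plate-pattern-corrected value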;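 further: 0% = DMSO wells with peroxide and 100% = DMSO wells without peroxide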
HIF-2a inh: blocks HIF-2a reporter activity; 786-0 RCC cells HIF-2a reporter, luciferase luminescence, overnight; inhibition, % at 18.8 µM; 360,000 compounds, 0.72% hits; AID 624352;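 active means inhibition of the luminescence signal of 40% or more relative to plate controls, in a single-dose primary screen at 18.75 µM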
CaV13 ICDI inh: Primary screen for inhibitors of IQ motif and Ca2+-dependent inactivation inhibitor domain binding in CACNA1D, Förster resonance energy transfer in living cells, … | AID 743397 | HEK cells, CFP/YFP FRET ICDI-IQ, plate reader, 10 min; percent FRET-ratio fall versus neutral wells | 340,000 compounds, 0.098% hits | inhibition, % at 12.3 µM;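 active means mean replicate inhibition of at least 30% and at least 1% of replicates passing that level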;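 further: 0% = median of the neutral control wells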
HTR2A ag: mouse HTR2A agonism via beta-arrestin recruitment; P35363; CHO-K1 mHTR2A beta-arrestin complementation, luminescence; percent of 30 µM serotonin response; activation, % at 7.6 µM; 360,000 compounds, 0.66% hits; AID 624169;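 active means activation above a run cutoff, the mean activation of all tested compounds plus 3 SD, cut at about 14% in these data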;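 further: 0% = plate median of compound wells and 100% = 30 µM serotonin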
Shn3 3UTR inh: Schnurri-3 reporter inhibition in Clone20 osteoblasts; 360,000 compounds, 0.52% hits; AID 588674; Clone20 osteoblast Shn3 3'UTR firefly luciferase, 24 h; inhibition, % at 12.5 µM;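 active means mean inhibition of at least 75% with every replicate also reaching 75%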;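 further: 0% = median of neutral control wells and 100% = pilot-screen positive control compound; some compounds past the cut are filed as inactive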
Peg3 prom inh: inhibitors of Peg3 promoter | HeLa PEG-Prom luciferase reporter, luminescence, overnight | inhibition, % at 20 µM | 360,000 compounds, 1.7% hits;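 active means inhibition of at least 50% at 20 µM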
NR2E3 ag-2: agonists of human nuclear receptor NR2E3. AID 2300. inhibition of corepressor binding, % at 4.78 µM. 320,000 compounds, 0.12% hits. GST-NR2E3/biotin-RetCOR TR-FRET, 1536-well;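 active means percent inhibition above the cutoff of mean plus 3 SD of all tested compounds, set per screening campaign, cut at about 20% in these data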;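 further: 0% = DMSO wells and 100% = biotin wells as full block of FRET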
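Material: NR2E3–RetCOR corepressor complex / Incubation: Compound–protein incubation for 5 h at 4 °C / Dosing: compound at 4.8 µM, single dose / Detection: time-resolved FRET / Benchmarks: high control biotin, low control 0.6% DMSO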
PDI inh: inhibitors of human protein disulfide isomerase | P07237 | PDI insulin aggregation turbidity, A650, 90 min | inhibition, % at 10 µM | 350,000 compounds, 0.052% hits | AID 588391;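 active means mean inhibition across replicates of 30% or more, whatever share of single replicates reach that level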;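 further: absorbance from insulin aggregation driven by PDI reduction with DTT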
Target sequence (P07237 whole entry, looked up): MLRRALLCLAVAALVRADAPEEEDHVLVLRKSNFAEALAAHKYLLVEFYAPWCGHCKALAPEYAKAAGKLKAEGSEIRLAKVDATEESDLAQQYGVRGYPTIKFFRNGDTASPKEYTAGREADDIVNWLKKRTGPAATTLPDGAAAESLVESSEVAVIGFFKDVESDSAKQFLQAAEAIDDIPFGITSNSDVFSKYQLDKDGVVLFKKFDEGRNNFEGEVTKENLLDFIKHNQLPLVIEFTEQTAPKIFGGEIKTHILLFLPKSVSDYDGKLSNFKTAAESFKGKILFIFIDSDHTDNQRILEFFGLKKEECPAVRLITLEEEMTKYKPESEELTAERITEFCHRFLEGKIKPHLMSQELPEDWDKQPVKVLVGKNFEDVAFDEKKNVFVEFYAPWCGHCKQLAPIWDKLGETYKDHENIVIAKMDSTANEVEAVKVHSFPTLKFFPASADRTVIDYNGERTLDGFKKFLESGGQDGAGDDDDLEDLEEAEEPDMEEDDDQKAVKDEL
* hit, by the source's call; · = no result given.

SMILES	NR2E3 ag-1	iPSC survival up	TRPM1 prom inh	Cardio protect	HIF-2a inh	CaV13 ICDI inh	HTR2A ag	Shn3 3UTR inh	Peg3 prom inh	NR2E3 ag-2	PDI inh
COc1cccc(N2CCN(C(=O)/C=C/c3ccco3)CC2)c1	-8.3	1.5	-1.7	-1.3	-5.6	-4.2	-2.4	-3.6	-1.4	3.4	-7.1
O=S(=O)(c1ccccc1)N1CCN(S(=O)(=O)c2ccccc2)C1	-44.3	-0.3	17.3	6.7	14.8	-4.1	4.1	-23.6	16.6	-2.5	3.3
COc1cc(-c2nnc3sc(Cc4ccc(Cl)cc4)nn23)cc(OC)c1OC	8.7	0.5	-14.7	26.8	-1.7	-2.1	-2.2	·	-1.1	1.6	-4.3
COc1cc(C(=O)N2CCN(Cc3ccccn3)CC2)cc(OC)c1OC	-44.9	-0.2	0.5	4.2	13.9	-20.8	6.1	-9.1	-5.7	1.0	7.3
CCC(=O)NCc1ccc2[nH]c(C)cc2c1	4.0	-0.6	8.6	6.0	13.6	-7.4	3.3	46.2	2.9	-3.4	4.5
CCn1c(SCC(=O)Nc2ccc(N3CCOCC3)cc2)nnc1-c1ccc(OC)cc1	0.1	4.1	2.4	-0.6	-42.5	-7.9	-1.6	-13.6	1.1	-0.8	1.1
NCCOc1ccc(C23CC4CC(CC(C4)C2)C3)cc1	20.0	-4.7	42.9	-27.8	-86.8	-20.0	2.5	5.1	101.2*	-2.9	-34.3
CCN(Cc1ccccc1)C(=O)c1cccc(S(=O)(=O)N2CCN(c3ccc(F)cc3)CC2)c1	41.2	-0.4	13.3	-14.7	4.1	-2.9	9.7	37.5	18.3	-0.5	-4.6
COc1cc(/C(C)=N/NC(=S)NC(C)C)cc(OC)c1OC	6.7	-0.7	-3.1	8.3	6.4	-2.9	3.1	15.1	6.6	-1.1	-4.5
CC1CN(Cc2cc(=O)n3ccsc3n2)CC(C)O1 (stereo unspecified)	-24.4	0.9	7.5	-1.3	3.7	·	0.4	-15.9	11.3	2.2	-10.0
O=C(Cc1ccc(Br)cc1)NCCc1ccc(F)cc1	-10.9	-0.3	12.5	-2.4	-4.9	-4.3	-6.4	-5.0	1.0	-1.4	-1.6
Cc1c(N2C(=O)/C(=C\c3ccccc3O)SC2=S)c(=O)n(-c2ccccc2)n1C	-0.5	-0.8	21.6	6.3	4.7	-3.9	5.8	-10.4	16.9	3.5	-4.9
COCCn1c(C)cc(C(=O)COC(=O)C2CC(=O)N(CCc3ccc(OC)c(OC)c3)C2)c1C (stereo unspecified)	-17.2	0.2	-2.7	-7.0	-8.9	·	-4.7	-6.7	-59.1	-1.1	-4.5
O=C(O)C1CCN(c2ncccn2)CC1	-12.6	-2.3	-6.1	21.1	-0.8	-5.0	-2.4	8.0	-1.4	-0.9	-3.6
CC1(Cc2ccc(Cl)cc2)C(=O)Nc2ccc(S(=O)(=O)NC3CCCCC3)cc21 (stereo unspecified)	-21.8	2.7	·	-4.3	15.8	-5.4	2.5	-1.0	34.3	·	-36.3
CC(=O)CSc1ccc(-c2nc3ccccc3[nH]2)cn1	-137.9	-0.8	-1.5	-14.2	-76.9	-2.1	-5.8	-65.3	-117.9	-2.1	4.6
CCOC(=O)C1(Cc2ccccc2C(F)(F)F)CCN(C(C)CSC)CC1 (stereo unspecified)	5.1	-0.1	-4.0	7.1	14.3	-1.3	-2.9	·	14.7	3.0	11.4
COc1ccc(CCNC(=O)C2CCCN(c3ncnc4c3nc3n4CCCCC3)C2)c(OC)c1 (stereo unspecified)	17.1	-0.5	-0.6	8.6	14.8	-2.9	-0.7	10.8	5.5	-1.6	2.2
COc1ccc(S(=O)(=O)Nc2cccc3c2O[C@H](CN(C)S(=O)(=O)c2cccs2)[C@@H](C)CN([C@H](C)CO)C3=O)cc1	-8.1	-2.0	-3.6	16.8	10.6	-4.4	0.2	-17.1	-6.7	·	4.5
CCOC(=O)C1(CCOc2ccccc2)CCN(Cc2ccc(-n3cccn3)cc2)CC1	-10.3	1.6	8.7	-22.9	25.0	-4.9	-4.2	42.1	29.5	-0.8	-7.6
O=C(NCc1ccc(F)cc1)C1CCCN1C(=O)Nc1cccc(F)c1 (stereo unspecified)	-14.2	-0.4	12.8	-2.7	10.3	63.7*	1.9	20.7	15.5	-2.1	9.4
Cc1ccccc1C(=O)c1cccn1CC(=O)NCCC1=CCCCC1	-0.1	-1.2	0.1	-9.1	-39.7	-5.8	0.0	-18.7	-26.7	1.0	1.3
CCOc1ccccc1-n1nnnc1SCC(=O)O	-5.3	-0.5	-2.3	-0.6	11.8	-5.9	1.8	-16.3	8.0	1.0	3.0
CCOc1ccccc1NC(=O)CSc1nc(=O)n(CCCN2CCOCC2)c2c1CCCC2	-4.3	0.1	2.9	-1.3	2.0	-4.8	-12.4	-3.4	0.0	3.6	3.1
Cc1ccc2nc(-c3ccc(NC(=O)CN4CCN(C(=O)c5ccco5)CC4)cc3)sc2c1	-145.5	-4.2	-41.9	-4.5	-284.5	-7.9	14.5*	16.1	-256.4	4.9	3.7
O=C(CSc1ncccn1)n1c2c(c3ccccc31)CCCC2	-44.9	1.1	-6.1	3.9	-132.0	-8.0	0.3	-20.2	-20.4	1.3	5.2
O=C(CSc1ccccc1)Nc1nnc(-c2ccco2)o1	-24.4	-0.3	9.2	14.7	14.6	·	-0.9	1.3	5.8	2.2	5.9
CC1CCCC(C)N1C(=O)c1ccc(S(=O)(=O)NCc2ccco2)cc1 (stereo unspecified)	23.7	-0.5	7.2	-10.4	-1.2	-3.2	3.7	67.5	3.6	1.3	14.4
O=C(C=Cc1ccccn1)c1ccccc1O	-50.2	-3.0	87.7*	-12.6	-9.4	-10.3	-2.5	-17.4	98.0*	·	-2.7
O=C(NC(=O)c1ccccc1F)OCc1ccc(Cl)cc1Cl	-7.6	0.3	-7.7	-6.6	-51.4	-4.9	4.9	-25.2	-141.0	2.3	12.3
Cc1ncc(C(=O)Nc2ccccc2)[nH]1	-66.9	-4.7	-31.8	2.6	-186.1	-4.6	0.7	-58.0	-202.2	·	1.3
CC(=O)c1ccccc1NC(=O)C1CCCN(C(=O)c2ccc(Cl)cc2)C1 (stereo unspecified)	22.5	0.6	5.4	2.4	2.6	-1.7	-2.4	12.8	-0.2	2.6	1.5
Cc1ccccc1-c1nnnn1C1CCS(=O)(=O)C1 (stereo unspecified)	-10.0	2.2	-21.9	10.2	19.0	-5.1	3.0	-4.9	10.1	-0.4	2.9
CC1(C(=O)NS(=O)(=O)c2ccc(F)cc2F)CCN1C(=O)c1ccccc1 (stereo unspecified)	-4.0	-0.9	·	1.6	4.9	-5.4	13.5	-16.5	-6.8	·	1.4
CCOc1ccccc1CN1CCN(C2CCSCC2)CC1CCO (stereo unspecified)	-19.5	-2.6	-6.3	16.8	-47.3	-4.3	-3.6	4.5	-48.3	2.9	-4.6
CCOC(=O)C(CCCCCOc1ccccc1[N+](=O)[O-])C(=O)OCC	8.7	-1.8	-1.6	-15.5	7.6	-5.6	-5.5	28.5	6.0	3.2	-8.7
Cc1ccc(-c2nn(Cc3ccccc3)cc2/C=C/C(=O)O)cc1	-28.6	1.3	8.6	-8.7	6.7	·	10.3	4.2	3.1	0.5	5.4
C/C(=N/NC(=O)c1cc(C)[nH]n1)c1ccncc1	-46.4	-0.2	-22.2	3.7	-46.9	-1.6	3.7	-26.5	-34.3	1.6	-8.8
O=C(c1cc(-c2ccccc2)n[nH]1)N1CCc2c([nH]c3ccccc23)C1c1ccccn1 (stereo unspecified)	2.3	-0.9	33.8	-1.2	9.8	-4.1	-2.9	-1.9	47.5	4.4	0.1
COCCCNC(=S)Nc1ccc(C)cc1[N+](=O)[O-]	-38.8	-1.3	-15.9	12.5	-58.0	-2.2	-4.1	-23.7	-27.3	-0.9	-1.7

Three entries already listed, ordered by number of heavy atoms, falling.
SMILES	NR2E3 ag-1	iPSC survival up	TRPM1 prom inh	Cardio protect	HIF-2a inh	CaV13 ICDI inh	HTR2A ag	Shn3 3UTR inh	Peg3 prom inh	NR2E3 ag-2	PDI inh
CC(=O)c1ccccc1NC(=O)C1CCCN(C(=O)c2ccc(Cl)cc2)C1 (stereo unspecified)	22.5	0.6	5.4	2.4	2.6	-1.7	-2.4	12.8	-0.2	2.6	1.5
Cc1ccccc1C(=O)c1cccn1CC(=O)NCCC1=CCCCC1	-0.1	-1.2	0.1	-9.1	-39.7	-5.8	0.0	-18.7	-26.7	1.0	1.3
O=C(CSc1ccccc1)Nc1nnc(-c2ccco2)o1	-24.4	-0.3	9.2	14.7	14.6	·	-0.9	1.3	5.8	2.2	5.9

(listing goes on)
SMILES	NR2E3 ag-1	iPSC survival up	TRPM1 prom inh	Cardio protect	HIF-2a inh	CaV13 ICDI inh	HTR2A ag	Shn3 3UTR inh	Peg3 prom inh	NR2E3 ag-2	PDI inh
C(=Nn1cnnc1)c1ccc2c(c1)CCC2	-1.2	-0.4	·	2.5	-4.1	-1.6	-0.4	-0.6	0.3	·	1.6
COc1cccc(NC(=O)CN(C)C(=O)CSC(=S)N2CCCC2)c1	3.4	0.5	0.2	-6.1	0.3	-6.3	-3.3	-1.9	1.6	2.1	0.6
CCOc1ccc(Nc2c3ccccc3nc3ccccc23)cc1	-4.1	-0.7	16.8	-14.9	35.1	17.6	-3.5	62.7	84.6*	1.0	1.6
O=S(=O)(NCCc1ccncc1)c1cc(Br)ccc1F	-14.8	1.2	13.2	-5.5	15.3	-5.5	0.6	8.6	26.3	0.5	0.4
Cc1cc(C(C#N)c2ccccc2)n2ncnc2n1 (stereo unspecified)	0.6	2.6	-6.6	4.1	-24.6	-3.2	3.0	12.6	16.4	0.8	4.0
O=C(COC(=O)c1ccccc1)c1ccc2c(c1)OCCO2	4.7	-0.2	-17.9	-24.2	-25.5	-7.0	5.1	-23.2	-16.6	·	-5.1
COc1ccc(OCC(=O)Nc2ccc(S(=O)(=O)N(C)c3ccccc3)cc2)cc1	-5.7	0.7	15.0	-0.7	3.9	-5.7	-6.3	0.7	-3.5	·	0.5
CN(Cc1cnn(-c2ccc(F)cc2)c1)C(=O)[C@H]1O[C@@H](n2cnc3c(N)ncnc32)[C@H](O)[C@@H]1O	9.8	0.1	·	4.4	13.6	-5.8	3.7	2.9	1.3	·	·
CCc1ccc(NC(=O)C(=O)NNC(=O)c2cccc(OC)c2)cc1	-39.0	0.7	0.7	12.6	-1.9	-4.2	-3.7	-21.2	-3.4	-1.5	-1.5
Cc1cc(C)nc(N=Nc2c(O)n(Cc3ccc(Cl)cc3)c3ccccc23)n1	-15.0	2.9	-4.5	16.8	-88.0	-6.2	-3.2	13.0	-33.7	0.1	4.5
COc1ccc(CN2CCC(N3CC(C)OC(C)C3)CC2)c(OC)c1OC (stereo unspecified)	-16.6	-0.3	7.0	7.8	13.6	-2.3	0.3	-4.4	-0.3	3.1	-4.3
C/C(=N/Nc1nc(-c2ccccc2F)nc2ccccc12)c1ccccc1O	-17.2	0.1	-23.8	24.3	-12.0	-70.5	-1.0	·	-9.7	-1.8	-7.5

Bioassay records from PubChem BioAssay.
